# INS-1E GSIS act: GLuc luminescence reporter in INS-1E cells, primary screen for activators of glucose-dependent secretion of insulin | 0.61% of 370,000 active | INS-1E GLuc reporter insulin secretion, 2-3 h | activation, % at 16.6 µM | AID 743287, 2014;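 active = lowest replicate activation of at least 40%, so every replicate reaches that level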;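 note: 0% = median of neutral control wells and 100% = median of IBMX positive control wells; some compounds called inactive have numbers as strong as hits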
# Cneo AK release: Cryptococcus neoformans cell lysis inducers, primary screen, AK release luminescence, single concentration; lysis activity, % at 15 µM; C. neoformans lysis, adenylate kinase release luminescence, 4 h; normalised: neutral wells 0, clomiphene wells 100; 0.2% of 360,000 active;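 active = mean lysis activity across replicates of at least 80%, whatever share of replicates individually reach that level; inactive = mean lysis activity below 80%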
#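 Material: C. neoformans cells | Amount: Yeast cell density of 5 × 10^6 cells/mL | Medium: Fresh YPD growth medium | Dosing: Single dose | Times: Static 4 h at 37 °C with compound, 1 h detection | Detection: AK luminescence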
# PglD inh: C. jejuni PglD acetyltransferase inhibitors, primary screen, biochemical, DTNB colorimetric, single point. 0.098% of 360,000 active. AID 602405, 2012. UDP-N-acetylbacillosamine N-acetyltransferase PglD (Campylobacter jejuni). inhibition, % at 12.5 µM. purified PglD enzyme, DTNB colorimetric CoA detection; in the data active = inhibition above about 16%, passing the limit was not always enough; note: strong numbers were not always called active
# PGC1a acetyl inh: inhibitors of PGC1a acetylation signal, primary screen, cell-based, U2OS, AlphaScreen, inhibitor mode; AlphaScreen anti-acetyl-lysine; with virally co-expressed GCN5 acetyltransferase; 0.17% of 350,000 active; inhibition, % at 15.6 µM;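 active = every replicate shows inhibition of at least 40%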;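 note: 0% = neutral control wells and 100% = positive control wells; some results beyond the cut were filed as inactive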
# C2C12 statin: suppressors of statin myotoxicity in C2C12 myotubes, primary screen, cell-based, single point, plate reader; C2C12 myotubes + simvastatin, ATP luminescence, 48 h; scaled: DMSO 0, geranylgeraniol control 100; rescue of ATP level, % at 7.49 µM; 0.78% of 330,000 active; AID 602340, 2012;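 active = mean ATP rescue above about 67%, or every replicate alone reaching that limit, limit read from the data, passing the limit was not always enough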;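 note: myotubes were challenged with 10 µM simvastatin during compound exposure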
# miR-122 sensor: miR-122 Renilla sensor signal increase in Huh7, primary screen, miR-122 inhibitor project, cell-based, single point, plate reader; Huh7 miR-122 Renilla luciferase sensor, 48 h; neutral wells = 0, positive control = 100; activation (reporter increase), % at 12.5 µM; 0.3% of 340,000 active;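 active = mean replicate activation score at least 90 and every replicate individually at or above 90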;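 note: higher luciferase means less miR-122 activity so hits act as miR-122 inhibitors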
# FN deposit inh: inhibitors of fibronectin matrix deposition, primary screen, AH1F cells, Alexa488-fibronectin fluorescence, plate reader; AH1F fibroblasts, overnight; inhibition, % at 12.6 µM; 0.086% of 350,000 active;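 active = mean inhibition across replicates of 30% or more, regardless of how many single replicates reach that level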;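 note: positive control wells lacked labelled fibronectin entirely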
#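 Assay system: AH1F fibroblasts / Quantity: 10000 cells per well / Medium: DMEM plus 2% serum, read in PBS / Reagent: labelled fibronectin 24 nM / Dosing: single dose, pinned / Times: 1 h cell attachment, overnight exposure to compound and label / Signal: fluorescence, ex 485 nm, em 525 nm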
# CFTR F508del cor: F508del CFTR correction, initial screen, CFBE line, single point. CFBE cells, YFP halide quenching; stimulated with forskolin plus potentiator P3; % fluorescence drop versus neutral controls. activity (quench increase), % at 7.58 µM. 0.36% of 350,000 active. AID 720511, 2013;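 active = mean added fluorescence quench of at least 8% versus neutral control, with both replicates also reaching 8%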;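 note: cells transiently co-express mutant CFTR-F508del with the halide-sensitive YFP; corrector assay measuring rescue of mutant channel to the surface after 24 h compound exposure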
# The depositor's hits bear a star; . = not tested or not shown; [ ] = remark or other dose.
1) Cn1c(SCC(=O)Nc2cccc(F)c2)nnc1-c1cccnc1
2) CN(C)CCCn1c(SCC(=O)Nc2sc3c(c2C#N)CCCC3)nnc1-c1ccncc1
3) CCOCC(=O)N1CCN(c2ccc([N+](=O)[O-])cc2)CC1
4) CNC[C@@H]1OCCCC[C@@H](C)Oc2ccc(NC(=O)Nc3c(C)noc3C)cc2C(=O)N([C@@H](C)CO)C[C@H]1C
5) Cc1ccccc1C(=O)N/N=C1/SCC(=O)N1Cc1ccc2c(c1)OCO2
6) CC(C)NC(=O)C1=NN(c2ccccc2)C(=O)CC1
compound no.	1	2	3	4	5	6
INS-1E GSIS act	5	22	8	11	9	-3
Cneo AK release	-3	1	13	-3	-1	3
PglD inh	-6	-6	-14	-2	6	3
PGC1a acetyl inh	2	-4	5	0	-6	8
C2C12 statin	-5	-17	4	0	.	3
miR-122 sensor	-2	-6	-6	1[16.7 µM]	2	0
FN deposit inh	-3	.	.	.	-4	1
CFTR F508del cor	2.1	-1.0	.	-5.1	.	0.0

7) CC(Oc1ccc(-c2ccccc2)cc1)C(=O)N/N=C/c1cccnc1 (stereo not drawn)
8) Cn1c(=O)c2c(nc(CN3CCOCC3)n2CCc2ccccc2)n(C)c1=O
9) COC(=O)c1ccccc1NC(=O)C(=O)NCc1ccncc1
10) CC(C)NC(=O)Nc1ccc2c(c1)C(=O)N([C@H](C)CO)C[C@H](C)[C@H](CN(C)Cc1ccc(C(F)(F)F)cc1)OCCCC[C@@H](C)O2
11) CC(C)N(C)NC(=S)Nc1ccccc1
12) CN(CC(=O)Nc1ccccc1Cl)C(=O)CCSc1ccc(F)cc1
compound no.	7	8	9	10	11	12
INS-1E GSIS act	-7	.	0	-10	7	-11
Cneo AK release	-1	0	.	0	.	-4
PglD inh	2	-4	.	-2	.	4
PGC1a acetyl inh	1	.	-2	-1	.	.
C2C12 statin	2	.	-1	.	0	-1
miR-122 sensor	-8	9	-2	5[16.7 µM]	-27	.
FN deposit inh	4	4	0	5	-1	11
CFTR F508del cor	2.3	.	1.0	0.8	.	2.1

13) COc1cc(/C=N/NC(=O)c2c(C)nc3ccc(Cl)cn23)cc(OC)c1OC
14) COc1c(C)cc(Br)cc1C(=O)Nc1ccccc1N1CCN(C(=O)c2ccccc2)CC1
15) CC(OC(=O)c1ccccn1)C(=O)Nc1ccc2c(c1)OCCO2 (stereo not drawn)
16) O=C(NCCCO)C(=O)Nc1ccc2c(c1)N(S(=O)(=O)c1cccs1)CCC2
17) CN(C)C(=O)c1ccc(-c2ccc(C3[C@@H]4CN(S(=O)(=O)c5ccccc5F)C[C@H]3N4)cc2)cc1 (stereo partly drawn)
18) C[C@@H]1CN([C@H](C)CO)C(=O)c2cccc(NC(=O)c3nc4ccccc4s3)c2O[C@H]1CN(C)Cc1ccc(C(=O)O)cc1
compound no.	13	14	15	16	17	18
INS-1E GSIS act	26	-16	.	8	-3	8
Cneo AK release	-1	.	1	0	.	-4
PglD inh	5	.	3	-6	.	2
PGC1a acetyl inh	4	6	5	.	6	5
C2C12 statin	-11	.	4	-22	.	.
miR-122 sensor	-12	.	.	-8	.	-1[16.7 µM]
FN deposit inh	-1	9	0	-1	-2	6
CFTR F508del cor	-1.3	1.1	3.0	-4.3	1.2	-0.5

19) CCn1nc(C)c(NC(=O)/C=C/c2cnn(C)c2)c1C
20) Cc1c(NC(=O)COC(=O)Cc2ccc(Br)cc2)c(=O)n(-c2ccccc2)n1C
21) O=C(NCCN1CCCCC1)c1cc(COc2c(F)cccc2F)on1
22) O=C(NCCCNC(=O)c1ccccc1Br)c1ccccc1Br
23) C[C@@H]1CN([C@@H](C)CO)S(=O)(=O)c2ccc(-c3ccccc3F)cc2O[C@H]1CN(C)Cc1cccnc1
24) Cn1c(=O)c2[nH]c(CCCCCCCCc3nc4ccccc4[nH]3)nc2n(C)c1=O
compound no.	19	20	21	22	23	24
INS-1E GSIS act	25	12	-3	4	-22	-4
Cneo AK release	1	-1	-2	1	-11	.
PglD inh	5	-7	-4	-12	1	.
PGC1a acetyl inh	-8	-2	3	.	7	12
C2C12 statin	6	-4	-1	-15	-55	-38
miR-122 sensor	-3	-1	-8	.	-19[16.7 µM]	-20
FN deposit inh	4	3	-1	-2	9	-4
CFTR F508del cor	.	-6.2	1.7	1.5	1.4	-2.4

25) COC(=O)Cn1cnc2ccccc2c1=O
26) O=C(CN1C(=O)C2CC=CCC2C1=O)Nc1nc2ccc(F)cc2s1 (stereo not drawn)
27) Cc1ccc(S(=O)(=O)Nc2cccc3c2O[C@H](CN(C)C(=O)Nc2c(C)noc2C)[C@@H](C)CN([C@H](C)CO)C3=O)cc1
28) O=C(N/N=C/c1ccccn1)c1cc(-c2ccccc2)nc2ccccc12
29) Cc1cccn2c(=O)nc(SCC(=O)N3CCCCCC3)nc12
30) COc1cc(C2SCC(=O)N2CCN2CCCCC2)ccc1O (stereo not drawn)
compound no.	25	26	27	28	29	30
INS-1E GSIS act	2	-3	-2	6	10	3
Cneo AK release	3	.	42	-2	-1	0
PglD inh	-4	.	9	-5	-5	-2
PGC1a acetyl inh	0	-13	-1	15	.	8
C2C12 statin	.	-8	-2	.	-2	6
miR-122 sensor	-5	3	35[16.7 µM]	15	.	0
FN deposit inh	.	-15	.	10	-23	-10
CFTR F508del cor	.	-1.5	0.2	-3.4	0.4	2.3

31) CC(=O)C1=C(O)C(=O)N(Cc2ccco2)C1c1ccc2c(c1)OCO2 (stereo not drawn)
32) CCNc1c(NC(=O)c2cccs2)c(=O)oc2ccccc12
33) C[C@@H]1CN([C@@H](C)CO)C(=O)c2c(c3ccccc3n2C)-c2ccccc2CO[C@@H]1CN(C)S(=O)(=O)c1ccc(C#N)cc1
34) Cc1cccn2cc(-c3c[nH]c4ccccc34)nc12
35) Cc1c(CCC(=O)N2CCC[C@H]2C(=O)O)c(=O)oc2c(C)c3oc4c(c3cc12)CCCC4
36) O=C(COC(=O)/C=C/c1ccc(F)cc1)NCc1ccco1
compound no.	31	32	33	34	35	36
INS-1E GSIS act	-26	21	7	8	.	.
Cneo AK release	0	1	2	-1	-3	0
PglD inh	-2	-6	0	-4	4	-1
PGC1a acetyl inh	-13	-1	-1	.	11	-3
C2C12 statin	-15	-26	9	6	8	16
miR-122 sensor	-6	-2	.	3	-3	-6
FN deposit inh	.	-2	0	-3	.	3
CFTR F508del cor	.	-1.7	3.0	-5.5	0.4	0.3

37) CCCNC(=O)N(C)C[C@@H]1Oc2cc(-c3cncnc3)ccc2S(=O)(=O)N([C@H](C)CO)C[C@H]1C
38) O=C(COc1ccc(-c2ccccc2)cc1)NNC(=O)Nc1ccc(F)cc1F
39) Cc1cc(C)c2nc(N3CCC(C(=O)NCCN4CCOCC4)CC3)sc2c1
40) O=C(N/N=C/c1ccccc1Br)C1CC1
41) CC1(c2ccccc2)NC(=O)N(NC(=O)COC(=O)c2cc(Br)ccc2O)C1=O (stereo not drawn)
42) N#Cc1c(C(F)(F)F)cc(=O)[nH]c1SCC(=O)O
compound no.	37	38	39	40	41	42
INS-1E GSIS act	17	15	10	14	-13	56
Cneo AK release	-1	4	0	-1	2	0
PglD inh	5	-4	9	10	5	6
PGC1a acetyl inh	3	.	1	6	2	-1
C2C12 statin	-6	.	1	3	-11	-8
miR-122 sensor	3[16.7 µM]	1	0	.	-4	-1
FN deposit inh	-12	.	-27	-5	-1	7
CFTR F508del cor	1.5	2.5	-2.9	-0.8	0.5	-1.4

43) C[C@H]1CN([C@@H](C)CO)C(=O)c2cccc(NC(=O)c3nc4ccccc4s3)c2O[C@@H]1CN(C)C(=O)NC1CCCCC1
44) COc1cccc(C(=O)C2CCCN(C(=O)CCc3scnc3C)C2)c1 (stereo not drawn)
45) COc1ccc(OC)c(/C=N/NC(=O)c2ccc(Cn3cc([N+](=O)[O-])cn3)o2)c1
46) C[C@H]1CN([C@@H](C)CO)C(=O)Cc2cc(NC(=O)Nc3cccc4ccccc34)ccc2O[C@@H]1CN(C)Cc1ccc(C(=O)O)cc1
47) C[C@H]1CN([C@@H](C)CO)C(=O)c2cc(NC(=O)Cn3cnnn3)ccc2O[C@@H]1CN(C)S(=O)(=O)c1ccccc1
48) COc1ccc(NC(=O)C2CC(=O)N(c3ccccc3C)C2)c(OC)c1 (stereo not drawn)
compound no.	43	44	45	46	47	48
INS-1E GSIS act	-2	4	-3	1	13	17
Cneo AK release	3	.	0	4	.	-2
PglD inh	4	.	5	-3	.	-4
PGC1a acetyl inh	-9	-5	2	1	10	.
C2C12 statin	-22	.	.	0	8	-3
miR-122 sensor	6[16.7 µM]	.	-1	7[16.7 µM]	-2[16.7 µM]	-2
FN deposit inh	10	11	-7	-6	.	2
CFTR F508del cor	-1.7	2.0	.	-3.0	-2.7	-3.1

# Grouped by structure, the entries above with a furan ring, fused or not.
31) CC(=O)C1=C(O)C(=O)N(Cc2ccco2)C1c1ccc2c(c1)OCO2 (stereo not drawn)
35) Cc1c(CCC(=O)N2CCC[C@H]2C(=O)O)c(=O)oc2c(C)c3oc4c(c3cc12)CCCC4
36) O=C(COC(=O)/C=C/c1ccc(F)cc1)NCc1ccco1
45) COc1ccc(OC)c(/C=N/NC(=O)c2ccc(Cn3cc([N+](=O)[O-])cn3)o2)c1
compound no.	31	35	36	45
INS-1E GSIS act	-26	.	.	-3
Cneo AK release	0	-3	0	0
PglD inh	-2	4	-1	5
PGC1a acetyl inh	-13	11	-3	2
C2C12 statin	-15	8	16	.
miR-122 sensor	-6	-3	-6	-1
FN deposit inh	.	.	3	-7
CFTR F508del cor	.	0.4	0.3	.

# (more compounds)
49) CSc1ccc(/C=N/N(C)S(=O)(=O)c2ccc(C)cc2)cc1
50) COCC(=O)N1C[C@H](C)[C@H](OC)CN(C)C(=O)c2cc(NC(=O)c3ccccc3)ccc2OC[C@H]1C
51) Cc1ccc(S(=O)(=O)NNC(=O)c2snnc2C)cc1
52) CCNC(=O)C[C@H]1CC[C@H]2[C@@H](COc3ccc(NS(=O)(=O)c4ccccc4C)cc3C(=O)N2C)O1
53) Cc1noc(C)c1NC(=O)Nc1cccc2c1O[C@H](CN(C)S(=O)(=O)c1ccc(Cl)cc1)[C@@H](C)CN([C@@H](C)CO)C2=O
54) CCOC(=O)NC(N(O)c1cccc(Cl)c1)C(Cl)(Cl)Cl (stereo not drawn)
55) CCOC(=O)C1CCN(CC(=O)N2C(C)CCCC2C)CC1 (stereo not drawn)
56) CCN(CC)C(=O)c1ccc(C(=O)Nc2ccc(F)cc2)cc1
57) Cc1ccc2nc(SCC(=O)c3ccc(Cl)cc3)nc(=O)n2c1
compound no.	49	50	51	52	53	54	55	56	57
INS-1E GSIS act	121*	19	.	4	11	-15	.	.	0
Cneo AK release	1	-3	0	-3	-9	-1	8	0	-1
PglD inh	-1	-3	-1	-1	-2	7	-1	3	1
PGC1a acetyl inh	.	-12	5	5	0	-27	-9	.	.
C2C12 statin	0	1	128*	-1	-27	.	-3	-6	-4
miR-122 sensor	3	.	15	1[16.7 µM]	0[16.7 µM]	-3	14	.	-3
FN deposit inh	4	4	1	7	.	7	.	-2	1
CFTR F508del cor	-3.1	-1.2	.	3.2	1.3	0.8	.	-3.4	0.2
